H9c2 protect – protects H9c2 cardiomyocytes from peroxide injury; H2O2 injury protection, ATPLite, 2 h; protection from H2O2 cell death, % at 20 µM; 360,000 tested, 0.63% active; AID 588492;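 active = compounds giving at least 50% protection of heart cells from peroxide-induced death in the single-dose screen, raw or plate-pattern-corrected value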;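 also: 0% = DMSO wells with peroxide and 100% = DMSO wells without peroxide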
ABHD5-PLIN5 inh – inhibitors of human ABHD5-perilipin-5 interaction | Q00G26+Q8WTS1 | Split G. princeps luciferase complementation, luminescence, 4 h | inhibition, % at 4 µM | 360,000 tested, 0.78% active | AID 602281;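 active = inhibition above the mean inhibition across every tested compound plus 3 SD, cut at about 22% in these data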;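 also: 0% = DMSO only wells and the 100% control is not disclosed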
MC4R barr agon – human MC4R agonism via beta-arrestin; 360,000 tested, 0.98% active; activation, % at 8.9 µM; AID 540308; U2OS MC4R beta-arrestin complementation, luminescence; percent of melanotan II response, DMSO zero;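 active = activation above a per-plate cutoff, the mean activation of sample wells on that plate plus 3 SD, cut at about 8% in these data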
SRC2 inh – inhibits human steroid receptor coactivator 2; Q15596; AID 651957; HEK293 GAL4-SRC2 luciferase reporter, luminescence; inhibition, % at 9 µM; 370,000 tested, 0.17% active;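 active = inhibition above the mean inhibition of all tested compounds plus 3 SD, set per campaign, cut at about 52% in these data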;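 also: 0% = DMSO treated cells and 100% = cells given Gossypol at 36 µM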
TLR9-MyD88 inh – inhibitors of human TLR9-MyD88 binding; CHO BLA complementation TLR9-MyD88, CCF4 FRET ratio; 340,000 tested, 0.21% active; Q9NR96+Q99836; inhibition, % at 4.98 µM;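 active = inhibition above the mean over all tested compounds plus 3 SD, cut at about 21% in these data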;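 also: 0% = DMSO only wells and 100% = clavulanate BLA inhibitor control wells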
Target sequence (Q99836 whole entry, looked up): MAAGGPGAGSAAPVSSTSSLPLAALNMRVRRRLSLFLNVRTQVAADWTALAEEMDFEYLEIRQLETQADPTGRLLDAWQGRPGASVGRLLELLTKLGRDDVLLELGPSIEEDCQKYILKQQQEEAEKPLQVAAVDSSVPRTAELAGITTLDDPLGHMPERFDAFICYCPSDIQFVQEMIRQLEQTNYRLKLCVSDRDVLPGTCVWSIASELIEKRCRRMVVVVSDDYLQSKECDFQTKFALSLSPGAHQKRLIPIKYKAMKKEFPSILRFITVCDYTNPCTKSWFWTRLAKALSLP
Target sequence (Q9NR96 whole entry, looked up): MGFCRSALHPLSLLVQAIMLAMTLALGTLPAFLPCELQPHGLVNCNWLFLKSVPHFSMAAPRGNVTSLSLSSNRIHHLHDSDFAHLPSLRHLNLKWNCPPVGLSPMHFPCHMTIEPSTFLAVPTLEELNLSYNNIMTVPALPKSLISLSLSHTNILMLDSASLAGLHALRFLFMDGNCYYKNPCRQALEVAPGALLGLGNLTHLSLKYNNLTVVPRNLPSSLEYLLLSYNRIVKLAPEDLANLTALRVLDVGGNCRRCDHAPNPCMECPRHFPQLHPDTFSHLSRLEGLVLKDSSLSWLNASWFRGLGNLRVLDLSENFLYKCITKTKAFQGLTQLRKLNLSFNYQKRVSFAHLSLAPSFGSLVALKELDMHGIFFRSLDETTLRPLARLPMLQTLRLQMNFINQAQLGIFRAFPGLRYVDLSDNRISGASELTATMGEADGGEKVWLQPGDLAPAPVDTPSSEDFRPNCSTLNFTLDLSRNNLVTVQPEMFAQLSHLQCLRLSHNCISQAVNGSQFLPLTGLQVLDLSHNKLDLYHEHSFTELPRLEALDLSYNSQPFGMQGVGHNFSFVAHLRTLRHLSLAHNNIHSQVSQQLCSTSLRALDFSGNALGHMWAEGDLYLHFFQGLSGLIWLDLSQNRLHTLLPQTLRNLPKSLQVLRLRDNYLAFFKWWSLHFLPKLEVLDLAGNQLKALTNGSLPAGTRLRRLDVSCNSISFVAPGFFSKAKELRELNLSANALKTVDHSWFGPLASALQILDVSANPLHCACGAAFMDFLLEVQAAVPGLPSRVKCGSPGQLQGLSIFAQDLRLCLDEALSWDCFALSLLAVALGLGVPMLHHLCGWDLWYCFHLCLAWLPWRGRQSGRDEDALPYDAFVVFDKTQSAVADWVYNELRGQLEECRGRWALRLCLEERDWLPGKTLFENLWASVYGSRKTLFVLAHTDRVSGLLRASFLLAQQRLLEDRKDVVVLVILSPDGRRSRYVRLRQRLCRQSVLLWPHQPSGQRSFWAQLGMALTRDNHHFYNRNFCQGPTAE
NOD2-RIPK2 inh – blocks binding of human NOD2 to RIPK2; O43353; CHO BLA complementation NOD2-RIPK2, CCF4 ratio; inhibition, % at 4.98 µM; 360,000 tested, 0.38% active; AID 624267; in the data active = inhibition above about 21%;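 also: 0% = vehicle only and 100% = reference blocker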
Glyco luc inh – N-linked glycosylation inhibition. D54 ERlucT glycosylation luciferase reporter, 24 h; percent of 100 nM tunicamycin response. reporter increase, % at 12.5 µM. 360,000 tested, 0.23% active. AID 588692;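 active = mean luciferase reporter signal, scaled so untreated is 0 and the glycosylation-blocking control 100, at or above a set limit in every replicate; inconclusive = mean reaches the limit but not every replicate does; inactive = mean below the limit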;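 also: luciferase carries N-glycosylation sites so blocking glycosylation raises the light; 0% = median of neutral control wells and 100% = median of 100 nM tunicamycin wells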
HTR2A ag – agonists of mouse serotonin 5-HT2A receptor (HTR2A) | activation, % at 7.6 µM | AID 624169 | P35363 | CHO-K1 mHTR2A beta-arrestin complementation, luminescence; percent of 30 µM serotonin response | 360,000 tested, 0.66% active;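 active = activation above a run cutoff, the mean activation of all tested compounds plus 3 SD, cut at about 14% in these data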;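 also: 0% = plate median of compound wells and 100% = 30 µM serotonin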
ABCB6 inh MLPCN – inhibitors of human ABC transporter ABCB6; K562-ABCB6 porphyrin accumulation, flow cytometry, 1 h; stronger effect = lower value; AID 602162; Q9NP58; 360,000 tested, 0.19% active; fluorescence ratio to DMSO, % at 10 µM;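 active = fluorescence ratio to DMSO below 75%, the collection mean minus 3 SD; inconclusive = too few cells collected in the well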;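 also: signal is porphyrin accumulated inside mitochondria; 100% equals median channel fluorescence of DMSO control wells; lower ratio means ABCB6 inhibition with less porphyrin fluorescence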
MC4R antagonist – antagonists of human melanocortin 4 receptor (MC4R); P32245; MC4R-expressing cells, MTII-stimulated cAMP, LANCE TR-FRET; inhibition, % at 6.5 µM; 360,000 tested, 0.48% active; AID 540295;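 active = inhibition above its plate's cutoff, the mean of tested wells on that plate plus 3 SD, cut at about 29% in these data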;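 also: 0% = Melanotan II alone and 100% = Melanotan II plus saturating MCL0020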
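Material – human MC4R-expressing U2OS cells · Repeats – no replicates · Detection – TR-FRET with Eu-cAMP and labeled anti-cAMP, 671 nm · Times – compound 30 min, challenge 1 h, detection 1 h · Compound – single nominal compound dose of 6.5 µM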
* = called active by the depositor; ? = inconclusive; / = no result given.

Fields – MC4R antagonist	NOD2-RIPK2 inh	MC4R barr agon	HTR2A ag	ABHD5-PLIN5 inh	Glyco luc inh	TLR9-MyD88 inh	SRC2 inh	H9c2 protect	ABCB6 inh MLPCN
- Cn1nc(-c2ccc(S(N)(=O)=O)s2)cc1C(F)(F)F
  -1	3	-3.2	1	-3	-1	1	-2	20	92
- COc1ccc(C=C2SC(=S)N(CCCC(=O)Nc3ccc(C(=O)O)c(O)c3)C2=O)cc1OC
  12	-3	-0.1	-3	-5	0	/	15	0	107
- CC(=O)Nc1ccc(NC(=O)CSc2nc(=O)n(CCCN3CCOCC3)c3c2CCC3)cc1
  -1	-4	0.3	6	0	3	5	-8	5	94
- Cc1ccccc1S(=O)(=O)N(C)C[C@H]1OCc2cn(nn2)CCCC(=O)N([C@H](C)CO)C[C@@H]1C
  /	-4	/	4	-1	2	/	-27	5	101
- CCC(CC)NC(=O)c1cccc(Br)c1
  -6	-5	-1.3	0	4	1	-3	-22	11	99
- O=C(NC1CCCCCC1)C1c2ccccc2C(=O)N1Cc1ccco1 (centres undefined)
  6	3	-0.7	-8	4	4	2	4	-2	101
- Cc1ccc(NC(=O)Nc2nnc(-c3ccccc3F)s2)cc1
  3	-9	-0.3	5	2	1	-7	-18	3	98
- Cc1ccc(NC(=O)c2ccc(Oc3ncccn3)cc2)cc1
  1	8	1.1	0	17	-1	-8	-36	-3	81
- CSc1nsc(SCC(=O)Nc2ccc(F)cc2)n1
  1	3	-0.6	3	-11	1	-5	-7	-4	82
- O=C(COc1cc(Cl)ccc1Cl)N1CCNC1=O
  7	-10	-2.6	4	4	1	3	4	-6	100
- CCC/C(=N/NC(=O)c1csc(C)c1C)c1ccc(Cl)s1
  3	13	-0.8	-2	-5	1	4	-40	-2	93
- COc1ccc(NC(=O)CS(=O)(=O)c2cccc(Cl)c2)cc1
  3	-2	-2.7	2	-2	0	5	8	-2	93
- CCOC(=O)Cc1cnc(NC(=O)CSc2nc(N)cc(=O)[nH]2)s1
  0	-2	-2.6	-1	3	2	0	5	1	87
- CCN(CC)S(=O)(=O)c1ccc(S(=O)(=O)Nc2ccc(C(=O)N3CCCC3)cc2)cc1
  12	-2	-0.3	0	-6	0	-17	-8	-5	99
- Cc1cc(NS(=O)(=O)c2ccc(NC(=O)/C=C/c3ccc(C)o3)cc2)nc(C)n1
  6	-5	-4.0	-4	29*	2	8	-15	2	99
- O=C1c2ccccc2C(=O)N1Cc1ccccn1
  4	-6	-2.0	-1	1	0	-1	-7	-2	98
- CC1CC(C)CN(C(=S)Nc2ccc(SC(F)F)cc2)C1 (centres undefined)
  12	4	24*	-1	-11	-3	-5	-24	-12	105
- C=CCOc1cccc(C2/C(=C(/O)c3ccccc3)C(=O)C(=O)N2CCN2CCOCC2)c1 (centres undefined)
  -3	-6	-0.6	-5	-7	3	-4	-13	1	100
- CCOc1cc(NC(=S)NCCCN2CCOCC2)c(OCC)cc1NC(=O)c1ccccc1
  18	-8	2.7	-2	-2	-1	-3	-38	8	102
- O=C(C1CCCN(S(=O)(=O)c2cccs2)C1)N1CCc2ccccc2C1 (centres undefined)
  1	11	0.1	2	12	0	-15	-31	-22	99
- c1ccc2c(c1)CC1(CCCC1)n1nnnc1-2
  -2	6	-1.4	-2	-2	-3	-2	2	8	103
- COC(=O)c1ccc2c(c1)C(C)(C)C(/C=C/c1ccccc1O)=[N+]2C
  -3	17	-6.2	-7	64*	-16	14	19	-19	734
- CCCC(=O)Nc1ccc(C(=O)NNC(=O)c2cccc([N+](=O)[O-])c2)cc1
  -6	-3	-0.4	-2	-6	2	/	-3	9	97
- CC(=O)Nc1ccc2[nH]c(C)c(CC=C(Cl)Cl)c(=O)c2c1
  3	-6	-2.8	-2	-4	0	-7	-13	4	99
- CCCn1nc(NC(=O)CC)c2cc3cccc(C)c3nc21
  -3	5	-0.3	2	-6	2	2	12	-1	90
- CC(OC(=O)c1cccc(S(=O)(=O)N(C)C)c1)C(=O)NCC(=O)Nc1ccc(F)c(F)c1F (centres undefined)
  4	-6	-0.1	-6	0	0	-1	1	-8	100
- Cn1c(N)c(C(=O)CSc2nc3ccccc3n2-c2ccccc2)c(=O)n(C)c1=O
  0	-21	-0.1	1	11	1	3	8	0	100
- Fc1ccccc1CSc1nnc2ccc(-c3ccncc3)nn12
  3	11	-3.0	1	4	-6	-1	4	-1	102
- Cc1cccc(NC(=S)NNC(=O)COc2ccc(Cl)cc2Cl)c1
  7	-2	-1.8	-6	-11	3	-10	12	-10	126
- COC(C[C@@H](O)C[C@@H](O)[C@H](C)OCc1ccccc1)OC
  5	5	-2.2	4	5	3	2	-3	3	90

(list continues)
Fields – MC4R antagonist	NOD2-RIPK2 inh	MC4R barr agon	HTR2A ag	ABHD5-PLIN5 inh	Glyco luc inh	TLR9-MyD88 inh	SRC2 inh	H9c2 protect	ABCB6 inh MLPCN
- O=C(Nc1ccccc1)c1ccc(S(=O)(=O)N2CCOCC2)cc1
  -5	1	-0.5	-8	-2	-1	1	-31	-1	97
- Cc1nn(CC(=O)NCCc2cccs2)c(=O)c2cc3ccccc3n12
  5	1	1.6	1	3	3	-11	-1	-1	95
- O=C(NCC1CC1)c1csc(COCCO)n1
  6	2	-1.7	6	4	-1	/	10	2	100
- Cc1nc(Nc2c(Cl)cccc2Cl)sc1C(=O)Nc1ccccc1
  12	-3	-0.2	1	-7	-4	-7	-1	-1	94
- Cc1cc(C(=O)NNC(=S)NCc2ccco2)nn1C
  24	4	-0.8	0	-4	4	-7	-18	5	100
- NS(=O)(=O)c1ccc(NC(=O)CSc2nc3ccccc3nc2N2CCOCC2)cc1
  13	-4	1.6	1	9	-1	-2	-7	19	94
- Cc1ccc(C2=NOC(C)(c3sc(-c4ccc(Cl)cc4)nc3C)C2)cc1 (centres undefined)
  3	2	1.9	7	4	5	2	-10	-2	96
- CC1(C(=O)Nc2cccc3ncccc23)CCN1C(=O)CCc1ccccc1 (centres undefined)
  -5	-5	-1.4	-1	2	0	/	-8	-9	94
- CC(C)(C)c1ccc(C(=O)NN2CCOCC2)cc1
  0	-3	-3.0	9	-1	1	-4	-10	-1	99
- Cc1nn(CC(=O)N2CCCCCC2)c(=O)c2cc3occc3n12
  6	-17	-1.3	1	7	1	-7	8	7	92
- O=c1c2ccccc2nnn1Cc1ccc(Br)cc1
  0	-1	-1.2	-4	-2	-3	2	-26	4	102
- CC1CCCC(C)N1S(=O)(=O)c1ccc(NC(=O)CNCC2CCCO2)cc1 (centres undefined)
  -5	-3	-0.3	1	6	-2	-8	-16	4	97
- CCNC(=S)N(Cc1cccs1)Cc1cc2cc(OCC)ccc2[nH]c1=O
  10	-7	-1.4	2	3	1	6	-5	-2	95
- O=C(CCCSc1ccccc1)Nc1nc(-c2ccccn2)cs1
  6	-6	-3.2	-3	-1	1	3	-26	64*	114
- CC(=O)Nc1ccc(CC(=O)NCCC(c2ccccc2)c2ccccc2)cc1
  1	-4	-1.6	-5	1	?	2	3	5	100
- Cc1cc(NC(=O)CN2C(=O)S/C(=C\c3ccccc3)C2=O)no1
  -3	-8	26*	3	1	-1	-3	7	5	89
- CC(C)OC(=O)c1c(N)n(CCCN2CCOCC2)c2nc3ccccc3nc12
  2	3	-1.5	3	7	2	1	23	8	94
- Cc1[nH]ccc(=O)c1OCC(=O)O
  -3	6	-1.4	1	0	3	-3	-21	4	98
- CN(C)c1c(F)cc(-c2nn[nH]n2)cc1F
  5	5	-0.4	-2	16	1	-14	15	6	100
- CC(C)c1nnc(NC(=O)C2CCN(C(=O)Nc3ccccc3)CC2)s1
  14	-1	1.2	5	0	2	-4	7	1	91
- C=CCOc1ccc(/C=N/NC(=O)C2CCCC2)cc1OCC
  1	-9	-0.9	-1	0	0	0	-14	10	96
- COc1cccc(-c2cc(CNC(=O)[C@H]3O[C@@H](n4cnc5c(N)ncnc54)[C@H](O)[C@@H]3O)no2)c1
  /	-9	/	4	0	2	/	-16	13	89
- COc1ccccc1NS(=O)(=O)c1ccc(C)c(C(=O)NCC2CCCO2)c1 (centres undefined)
  3	4	-0.2	-1	-3	0	10	9	-2	98
- COC(=O)[C@]1(Cc2ccccc2)N[C@H](CN(C)S(=O)(=O)c2ccc(-c3ccccc3)cc2)[C@@H]2C(=O)N(Cc3ccccc3)C(=O)[C@@H]21
  7	0	2.9	2	-10	2	-7	-22	2	96
- Cc1c(C=O)c2ccccc2n1CC(=O)O
  0	-1	-2.2	0	1	2	0	4	-1	97
- Cc1ccc(OCCC(=O)OCC(=O)Nc2cc(C)nn2-c2ccccc2)cc1
  8	-2	-1.8	-6	2	-1	-3	-14	-2	97
- CCn1c(SCC(=O)Nc2nccs2)nnc1-c1ccccn1
  6	2	-1.0	10	-1	0	-11	-4	11	106
- CC1CCCC(NC(=O)c2ccc3c(c2)OCO3)C1C (centres undefined)
  0	-1	-2.0	2	4	1	-3	-44	-6	96
- COc1ccc(CN2CCC2(C)C(=O)Nc2ccc(OC)c(OC)c2)cc1 (centres undefined)
  9	-2	-1.0	-3	2	1	/	10	8	99
- COc1ccc(-c2cc(C(F)(F)F)nc(S(C)(=O)=O)n2)cc1
  4	33*	-4.1	-2	48*	-4	17	-12	-7	99

Carrying on.
Fields – MC4R antagonist	NOD2-RIPK2 inh	MC4R barr agon	HTR2A ag	ABHD5-PLIN5 inh	Glyco luc inh	TLR9-MyD88 inh	SRC2 inh	H9c2 protect	ABCB6 inh MLPCN
- C#CCn1c2ccccc2c(=O)n1C(C)CBr (centres undefined)
  /	-15	/	1	-1	/	/	-14	/	176
- O=CC(=Cc1ccccc1)c1ccccc1
  3	0	0.2	5	-7	1	-7	13	-2	103
- COc1ccc(S(=O)(=O)n2ccnc2)c2cccnc12
  -5	-6	3.5	1	5	1	-4	-3	1	90
- O=C(c1ccc(Cl)cc1)c1coc2ccc(O)cc12
  -1	1	1.2	-5	-5	-8	5	-8	-15	93
- CCCCCc1nnc(NC(=O)C2=COCCO2)s1
  2	-8	-1.5	-8	-1	-6	-2	-49	-12	99
- O=C(Cn1cccc1C(=O)c1ccccc1)NCc1ccc(Cl)cc1
  5	4	-4.7	5	-3	0	3	-22	1	96
- COCCN(CCOC)CC(O)COC(c1ccccc1)c1ccccc1 (centres undefined)
  -1	-1	-1.8	-4	-2	0	1	/	-5	103
- O=C(COc1cccnc1[N+](=O)[O-])NC1CCS(=O)(=O)C1 (centres undefined)
  2	-1	-0.5	11	-5	3	-8	-12	3	96
- O=C(NNC(=O)C1CCCCC1)c1ccncc1
  11	-8	-0.2	3	2	1	8	-43	-1	91
- CC(=O)Nc1ccc(CC#N)cc1
  9	1	-0.2	4	-3	0	-4	-31	3	85
- C#CCn1cc(Cl)cc(C(=O)Nc2ccccc2)c1=O
  6	7	-1.9	0	-2	4	-8	-24	-1	95

Screening results (PubChem)

These rows are one share of the data (hit frequency here may not be typical).
